PNC assembly inh – High Content Assay for Compounds that inhibit the Assembly of the Perinucleolar Compartment; 3.1% of 140,000 active; PC3M PTB-GFP, PNC prevalence imaging, 16 h; active compounds read low; activity change (PNC), negative = inhibition, % at 10 µM;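 active = readout at or below -70, meaning at least 70% loss of cells showing the perinucleolar compartment, a nuclear body marking cancer cells; inconclusive = readout between -30 and a set limit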;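 note: plate controls were DMSO wells for no effect and camptothecin positive control wells for full effect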
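Compounds are pinned in duplicate onto adhered PC3M cells stably expressing GFP-tagged PTB and incubated 16 h at 37 C. Cells are then fixed, nuclei stained with Hoechst, and PNC-positive cells counted.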
IMPase cell inh – qHTS Assay for Identifying the Cell-Membrane Permeable IMPase Inhibitors; CHO-M1 cells, IP1 accumulation, HTRF TR-FRET ratio; inhibition (IP1 accumulation), % at 46.1 µM; Inositol monophosphatase 1 (Rattus norvegicus), P97697; 120,000 tested, under 10 active; AID 901, 2007; active = well fitted curve in the direction sought with a large enough effect in the signal ratio, not every such curve was filed as active; inconclusive = small, poorly fitted or top-dose-only effect, or a change in a side signal; inactive = no such curve, though single readings can be large or run the other way; the % refers to the signal ratio;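 note: cells stimulated with carbachol in lithium chloride buffer; plate controls were DMSO basal wells for no effect and reference inhibitor wells for full effect; higher means more IMPase inhibition seen as more IP1 and lower FRET ratio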
Target sequence (P97697 whole entry, looked up): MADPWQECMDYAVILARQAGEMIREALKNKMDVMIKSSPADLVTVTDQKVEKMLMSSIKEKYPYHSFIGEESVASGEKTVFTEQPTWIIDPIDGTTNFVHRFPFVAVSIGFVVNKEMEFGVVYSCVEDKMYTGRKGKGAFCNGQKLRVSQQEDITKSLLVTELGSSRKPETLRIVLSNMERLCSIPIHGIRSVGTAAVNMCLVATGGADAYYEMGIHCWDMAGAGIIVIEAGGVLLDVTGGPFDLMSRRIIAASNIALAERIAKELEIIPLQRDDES
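Elevated IP1 in lysates lowers TR-FRET signal (665/620 ratio and 620 channel reported). Cells were CHO-M1, given carbachol (50 uM as added) plus 50mM LiCl, pH 7.4, 30 min, 37C; compounds titrated up to 46 uM; AC50 by Hill equation.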
ALOX15B inhib – qHTS Assay for Inhibitors of 15-hLO-2 (15-human lipoxygenase 2). 0.56% of 110,000 active. AID 881, 2007. Polyunsaturated fatty acid lipoxygenase ALOX15B (Homo sapiens), O15296. Potency, µM (series often up to 57.1 µM), inactives show at the highest dose activity change, negative = inhibition, hits mostly inhibitors. purified 15hLO-2, xylenol orange hydroperoxide absorbance; note: potency is the fitted concentration of half-maximal effect; nearly all actives have a fitted effect of over 60% in size; many of its hits are not listed in these tables
Target sequence (O15296 whole entry, looked up): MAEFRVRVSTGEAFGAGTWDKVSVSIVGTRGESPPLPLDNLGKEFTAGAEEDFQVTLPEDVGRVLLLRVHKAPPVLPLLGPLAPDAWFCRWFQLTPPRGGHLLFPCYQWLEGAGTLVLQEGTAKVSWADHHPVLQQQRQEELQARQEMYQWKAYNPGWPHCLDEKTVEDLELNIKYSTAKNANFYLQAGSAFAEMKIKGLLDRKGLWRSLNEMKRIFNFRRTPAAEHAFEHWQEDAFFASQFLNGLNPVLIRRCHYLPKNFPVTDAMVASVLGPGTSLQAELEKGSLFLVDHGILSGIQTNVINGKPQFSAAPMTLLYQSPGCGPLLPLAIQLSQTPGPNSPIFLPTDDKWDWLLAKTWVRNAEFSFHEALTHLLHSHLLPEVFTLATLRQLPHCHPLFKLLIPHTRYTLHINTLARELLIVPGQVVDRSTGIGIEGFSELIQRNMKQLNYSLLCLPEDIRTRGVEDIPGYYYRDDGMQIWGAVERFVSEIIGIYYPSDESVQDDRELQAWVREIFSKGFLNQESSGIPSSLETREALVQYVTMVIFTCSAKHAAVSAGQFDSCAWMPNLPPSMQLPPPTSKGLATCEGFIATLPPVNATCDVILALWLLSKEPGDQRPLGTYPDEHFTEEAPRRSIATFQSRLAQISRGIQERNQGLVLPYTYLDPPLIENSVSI
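Screening format was qHTS against 50 nM purified 15hLO-2 in Hepes pH 7.5 with detergent. Activity follows hydroperoxide formation from 45 uM arachidonic acid, measured as 573:405 nm absorbance ratio of the ferric-xylenol orange complex.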
12-hLO inh – qHTS Assay for Inhibitors of 12-hLO (12-human lipoxygenase); Polyunsaturated fatty acid lipoxygenase ALOX12 (Homo sapiens), P18054; purified 12-hLO, xylenol orange hydroperoxide absorbance; Potency, µM (doses to about 57.1 µM), without a hit: at the highest dose activity change, negative = inhibition, most hits filed as inhibitors; 0.12% of 150,000 active; note: potency is the fitted concentration of half-maximal effect; nearly all actives have a fitted effect of over 55% in size; many of its hits are not listed in these tables
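Hydroperoxide output read as Fe(III)-xylenol orange absorbance, 573-to-405 nm ratio, after 30 min reaction with 40 uM arachidonic acid. Enzyme: 150 nM purified human 12hLO, 15 min compound preincubation; 25 mM Hepes pH 7.0, room temperature.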
* marks the source's active call; other numbers are inactive results; ? = inconclusive; nt = not tested or not shown; & = joins results of further samples; [ ] = remark or other dose. Unless noted, calls come from the whole dose curve; as a rule, active = well fitted curve in the direction sought with a large enough effect; inconclusive = small, poorly fitted or top-dose-only effect, or another doubt; inactive = no such curve, though single readings can be large; an effect the other way counts as inactive or inconclusive. Unless noted, % is set by controls: 0 for no effect and ±100 for the full control effect.

SMILES	PNC assembly inh	IMPase cell inh	ALOX15B inhib	12-hLO inh
CC(C)C1N=C2c3ccccc3N=C(SCC#N)N2C1=O (stereo unspecified)	14	0	12%	2%
CC(C)NC(=O)N1CC[C@@]2(CCCN(C(=O)Oc3ccccc3)C2)C1	nt	nt	2%	1%
C[C@H](CO)NC(=O)[C@H](C)[C@H]1C[C@]1(C)[C@H](NC(=O)OCc1ccccc1)c1ccccc1	-5	nt	28%	1%&-4%
COCCCn1c(-c2ccccc2)nc2ccccc2c1=O	4	1	-4%	2%
CC1(C)CC[C@]2(C(=O)O)CC[C@]3(C)C(=CCC4[C@@]5(C)CC[C@H](O)C(C)(C)[C@@H]5CC[C@]43C)C2C1 (stereo partly specified)	nt	0	0%	-3%
O=C(Nc1nnc(-c2ccco2)o1)c1ccc2ccccc2c1	17	nt	nt	-11%
O=S(=O)(N/N=C\C=C\c1ccccc1)c1ccc(Br)cc1	39	8	nt	?
Cc1ccc(C)n1NC(=O)c1ccccc1O	?	-6	-8%	-9%
C=C(C)CSc1nc(C)c(Cc2ccccc2)c(=O)[nH]1	33	-2	-3%	-4%
Cc1cc(NS(=O)(=O)c2ccc(NC(=O)CSc3nnc(-c4ccco4)n3Cc3ccco3)cc2)nc(C)n1	-2	nt	nt	-1%
CC(=O)Nc1ccccc1OC(C)C(=O)NC(C)c1ccc(F)cc1 (stereo unspecified)	54	nt	nt	0%
CCOC(=O)Cc1nnc(NC(=O)CSc2nncn2C)s1	-4	-4	6%	-2%
O=c1[nH]c(=O)c2nc(Br)n(C3OC(CO)C(O)C3O)c2[nH]1 (stereo unspecified)	nt	nt	-8%	1%
Cc1cc(C)c(S(=O)(=O)N2CCCC(C(=O)NCCC3=CCCCC3)C2)c(C)c1 (stereo unspecified)	7	-13	15%	4%
CCS(=O)(=O)NCCCc1ccccc1	?	7	1%	2%
COC(=O)c1ccc(CSc2nc(N)cc(N)n2)cc1	-25	9	4%	1%
O=C1N=C(N2CCOCC2)S/C1=C\c1ccc(-c2ccccc2Cl)o1	25	nt	nt	0%
Brc1c(Br)c(Br)c2n[nH]nc2c1Br	nt	-4	-13%&-18%	-2%&0%
CN(C)S(=O)(=O)c1cccc(C(=O)Nc2cc(Cl)cc(Cl)c2)c1	?	-4	1%	9%
Cc1ccc(-c2nnc3sc(C4COc5ccccc5O4)nn23)cc1 (stereo unspecified)	-26	9	19%	-10%
Fc1ccc2nc(Nc3nc4cc5c(cc4s3)OCCO5)sc2c1	-10	nt	nt	-6%
COC(=O)c1c(C)[nH]c(C(=O)OCC(=O)N2c3ccccc3NC(=O)C2(C)C)c1C	?	nt	nt	1%
COc1ccc(NC(=O)C2=C(C)NC(=O)NC2c2cccc(OC)c2OC)c(OC)c1 (stereo unspecified)	?	-7	2%	-2%
CCCCn1cnc2cc(NCc3ccncc3)ccc21	12	8	47%[activator]	-6%
Cc1cc(C)c2nc(C(F)(F)F)nc(NCCCN3CCCC3=O)c2c1	-10	6	4%	-4%
O=C(N/N=C/c1ccc(N2CCOCC2)o1)c1cccc(C(F)(F)F)c1	-100*	-1	nt	-2%
COc1cccc(-c2nnc(SC(C(=O)c3c[nH]c4ccccc34)c3ccccc3)n2C)c1 (stereo unspecified)	9	nt	nt	-4%
CC(=O)c1ccc(N2CCN(C(=O)COc3ccccc3F)CC2)c(F)c1	68	3	nt	-4%
Cn1c(O)c(C=Nc2ccc(Cc3ccncc3)cc2)c(=O)n(C)c1=O	-13	0	7%	3%
c1ccc2sc(Cc3nnc4n3CCCCC4)nc2c1	-82*	-4	-4%	3%
COC(=O)c1cc(NC(=S)Nc2cc(Cl)cc(Cl)c2)cc(C(=O)OC)c1	14	nt	nt	-3%
CCc1nnc2n1N=C(c1ccc(-c3cc(Cl)ccc3Cl)o1)CS2	-28	1	-13%	1%
C=COC(=O)CSc1nc(-c2cccs2)ccc1C#N	?	-16	-12%	-10%
CCOC(=O)N1CCN(C(=O)c2ccc(N(C)S(C)(=O)=O)cc2)CC1	-13	1	-1%	3%
CC(=O)OC1=C(C#N)Cn2ccc3cccc1c32	18	7	-26%	-7%
O=C(O)c1ccc(/C=N/Nc2nnnn2-c2ccccc2)cc1	?	nt	nt	0%
CCC(=O)N1c2ccccc2-c2nnc(SC)nc2OC1c1ccc(OC)c(OC)c1 (stereo unspecified)	-9	5	-5%	-1%
Oc1ccc(N=Nc2n[nH]c(-c3ccc(Cl)cc3)n2)cc1	19	-4	-12%	?
CN(Cc1cccs1)CC(O)COCc1ccco1 (stereo unspecified)	-4	-8	3%	-3%
C=CCn1c(SCC(=O)NC(=O)c2cccc([N+](=O)[O-])c2)nnc1-c1ccccc1F	44	nt	nt	-3%
COCCN1C(=O)N[C@@H](c2ccc(Br)cc2)C(C(=O)OC)=C1C	44	nt	nt	-9%
CN(C)CCCNC(=O)c1ccc(Cl)c(S(=O)(=O)N(C)c2ccccc2)c1	-108*	1	23%	10%
CCc1nn2cc(C(=O)c3cc(Cl)ccc3O)cnc2c1-c1ccc(F)cc1	-21	-4	nt	0%
CCOc1ccc(C(=O)NCc2ccccn2)cc1	5	9	5%	6%
COc1ccccc1N(CC(=O)N/N=C/c1c(O)ccc2ccccc12)S(C)(=O)=O	-8	nt	nt	4%
CCCNS(=O)(=O)c1ccc(OCC(=O)NCc2ccc3c(c2)OCO3)cc1	32	5	0%	-6%
O=C(Nc1ccc(S(=O)(=O)N2CCCCC2)cc1)C1CCCN(C(=O)c2ccc(Cl)cc2)C1 (stereo unspecified)	193	nt	nt	3%
O=C(CN1CCCCCCC1)N/N=C/c1ccc(F)cc1F	-24	nt	nt	0%
Cn1c(CN2CCCC2)nc2cc(NC(=O)C3CCCCC3)ccc21	6	-5	17%	1%
CCCCNc1nc2ccccc2[nH]1	-28	-3	46%[activator]	3%
COc1ccccc1/C=C(/CC(=O)NCc1ccccc1)c1nc2ccccc2s1	53	-2	nt	-1%
Cc1ccccc1C(=O)NNC(=O)c1ccoc1C	13	-3	5%	-1%
COc1ccc(-n2c(=O)[nH]cc(C(=O)N3CCCc4ccccc43)c2=O)cc1	?	-13	-11%	-3%
c1ccc2c(CSCc3cccc4ccccc34)cccc2c1	nt	nt	4%[11.4 µM]	3%[11.4 µM]
O=c1oc(Cl)c(Cl)c2ccccc12	nt	2	-24%	-2%
Cc1sc(NC(=O)CSc2nnc3scc(-c4ccccc4)n23)c(C#N)c1C	24	3	-4%	-1%
O=C(Nc1cccc2ccccc12)/C(=C/c1ccc([N+](=O)[O-])cc1)NC(=O)c1ccccc1	15	1	-14%	-14%
Cc1cc(-n2c(C)cc(C(=O)CN3C(=O)NC4(CCCCCC4)C3=O)c2C)no1	-2	3	-13%	-5%
COC(=O)N1CCC2(CC1)CN(c1ccccn1)C2	nt	nt	-7%	3%
Cc1cccc(CNc2ccnc(-c3ccc(N(C)C)cc3)n2)c1	nt	nt	39%[activator]	?
Further compounds follow.
SMILES	PNC assembly inh	IMPase cell inh	ALOX15B inhib	12-hLO inh
O=S(=O)(c1ccc(C2CCCCC2)cc1)N1CCCC1	-26	?	2%	-12%
COc1ccc(OCC(=O)Nc2ccc(S(=O)(=O)N3CCOCC3)cc2)cc1	14	8	-1%	-3%
COc1ccc(CCCc2nnc(SCC(=O)N/N=C\c3ccc(O)c(OC)c3)o2)cc1C	28	14	-17%	2%
Cc1ccc(SC(C)C(=O)NCC(C)C)cc1 (stereo unspecified)	10	-8	-6%	-4%
CCOC(=O)CCP(=O)(O)C(O)c1ccc(OC)cc1 (stereo unspecified)	-26	2	-2%	1%
Cc1cccc(Cn2cnc3c(nnn3Cc3ccc(Cl)cc3)c2=O)c1	60	6	-9%	-13%
C=C1C(=O)O[C@@H]2[C@@H]1CC/C(C)=C\CC[C@@]1(C)O[C@H]21	nt	5[20.6 µM]	-1%[25.6 µM]	-1%[25.6 µM]
CCOC(=O)c1sc2ccccc2c1OC(=O)c1ccccc1OC	51	11	nt	-1%
COc1ccc(/C=C(\NC(=O)c2ccccc2)C(=O)N/N=C/c2sccc2C)cc1	?	-11	nt	-2%
Cc1cc(=O)[nH]c(NN=C(CC(C)C)CC(C)C)n1	30	7	nt	-3%
Cc1noc(C)c1COC(=O)CCc1ccc(S(=O)(=O)N2CCCCC2)cc1	?	3	0%	-1%
Fc1ccc(C2CC(c3ccc(F)cc3)n3ncnc3N2)cc1 (stereo unspecified)	-7	-8	48%[activator]	2%
CCCN1C(=O)/C(=c2\s/c(=C3\C=Cc4ccccc4N3CC)c(=O)n2-c2ccccc2)SC1=S	?	-7	nt	4%
CC(C)[C@H](NC(=O)C1(c2ccccc2)CCN(C(=O)OC(C)(C)C)CC1)C(=O)O	3	6	-4%	-4%
Cc1cc(N2CCC(C(=O)NCC3CC3)CC2)nc(-c2ccccc2)n1	?	1	3%	-3%
COC(=O)c1ccccc1NC(=O)CN(c1cc(OC)ccc1OC)S(C)(=O)=O	-20	-5	-3%	6%
CCN(CC)S(=O)(=O)c1cc(C)c(C)cc1Br	?	10	nt	-4%
Cc1cccc(CSCc2nnc(N)s2)c1	-15	-1	0%	8%
CN(C)c1ccc(/C=C/c2ccncc2)cc1	33	7	1%	0%
O=C(CSc1ncn(-c2ccccc2)n1)Nc1nc2c(s1)CCCC2	-22	6	18%	-14%
CC(C)(CNC(=O)C1CCCC1)CNC(=O)C1CCCC1	14	-1	-3%	5%
COc1ccc(Cl)cc1N(CC(=O)N1CCN(Cc2ccccc2)CC1)S(C)(=O)=O	14	6	0%	0%
Cn1ccc(C(=O)Nc2ccc(Br)cc2Br)n1	16	nt	nt	-1%
Cc1onc(-c2ccccc2)c1C(=O)N1CCN(C(=O)c2ccco2)CC1	40	0	0%	-1%
CCOC(=O)c1c(NC(=O)C2=C(C)NC(=S)NC2c2ccccc2C(F)(F)F)sc(C)c1C (stereo unspecified)	-20	2	nt	-10%
CC(C)(C)NC(=O)/C(=C\C=C\c1ccccc1)NC(=O)c1ccc([N+](=O)[O-])cc1	?	-5	nt	-1%
CCOn1c(=O)c(-c2ccc(Cl)cc2)[n+]([O-])c2ccccc21	?	-8	-14%	-5%
COc1ccc(S(=O)(=O)N2CCC(C(=O)NCc3cccc(OC)c3)CC2)cc1	7	1	3%	-13%
C/C(O)=C/c1nc2ccccc2[nH]c1=O	-10	nt	nt	-4%
Cc1csc(NC(=O)CSc2nnc(-c3ccoc3C)n2CCc2ccccc2)n1	-2	2	0%	-11%
Cc1ccc(OCCC(=O)OCC(=O)C(C)(C)C)cc1	20	-5	0%	-7%
COC(=O)/C(C(C)=O)=C(\C=C\N(C)C)N(C)C	?	-2	-5%	1%
COc1ccc(C(=O)NN/C(C)=C/C(=O)C(F)(F)C(F)(F)C(F)(F)F)cc1	13	nt	nt	5%
O=C(Cn1cnc2c(nnn2-c2ccc(F)cc2)c1=O)NCC1CCCO1 (stereo unspecified)	66	11	nt	-8%
CCN(CC)CCCn1c(=S)[nH]c2cc(C(=O)OC)ccc2c1=O	?	?	0%	-1%
Cc1sc(NC(=O)CN(Cc2ccccc2)C(=O)C(C)C)c(C(N)=O)c1C	?	nt	nt	2%

Among those listed so far, these contain a tert-butyl group.
SMILES	PNC assembly inh	IMPase cell inh	ALOX15B inhib	12-hLO inh
CC(C)[C@H](NC(=O)C1(c2ccccc2)CCN(C(=O)OC(C)(C)C)CC1)C(=O)O	3	6	-4%	-4%
CC(C)(C)NC(=O)/C(=C\C=C\c1ccccc1)NC(=O)c1ccc([N+](=O)[O-])cc1	?	-5	nt	-1%
Cc1ccc(OCCC(=O)OCC(=O)C(C)(C)C)cc1	20	-5	0%	-7%
